High-throughput results deposited in PubChem by several laboratories.
VLA-4 inh – inhibition in a human VLA-4 binding assay; 0.2% of 330,000 active; inhibition, % (about 7 µM as worked out from the volumes in the protocol); AID 2557; VLA-4 expressing cells, ligand binding flow cytometry; in the data active means inhibition above about 50%
GLD-1 RNA inh – GLD-1-TGE RNA interaction inhibition (C. elegans); Q17339; purified GLD-1 + fluorescein TGE RNA, fluorescence polarization; inhibition, % at 5.96 µM; 0.44% of 320,000 active; AID 2280;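 active means percent inhibition above a per-plate cutoff, the plate mean of test compounds plus 3 SD, cut at about 30% in these data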;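 further: 0% = DMSO wells with GLD-1 and probe and 100% = wells lacking GLD-1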
Target sequence (Q17339 whole entry, looked up): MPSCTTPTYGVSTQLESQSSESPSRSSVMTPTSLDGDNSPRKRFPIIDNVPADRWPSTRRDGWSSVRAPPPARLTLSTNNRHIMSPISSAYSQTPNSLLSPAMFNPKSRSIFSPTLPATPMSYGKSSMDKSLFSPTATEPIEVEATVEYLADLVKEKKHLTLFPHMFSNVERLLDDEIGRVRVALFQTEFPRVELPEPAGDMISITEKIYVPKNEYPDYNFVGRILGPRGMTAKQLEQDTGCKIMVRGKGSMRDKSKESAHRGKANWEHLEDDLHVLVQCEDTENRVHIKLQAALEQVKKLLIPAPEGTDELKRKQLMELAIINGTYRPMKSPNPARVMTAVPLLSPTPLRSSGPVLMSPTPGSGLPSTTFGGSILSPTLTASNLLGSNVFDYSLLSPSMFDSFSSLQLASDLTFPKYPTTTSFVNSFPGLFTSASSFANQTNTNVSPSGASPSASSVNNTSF
BCLXL inh – inhibitors of human Bcl-xL | Q07817 | GST-Bcl-xL / FITC-Bim BH3 peptide fluorescence polarization | inhibition, % at 10.9 µM | 0.7% of 320,000 active | AID 2129;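 active means inhibition above the mean of all tested compounds plus 3 SD, cutoff set per campaign, cut at about 30% in these data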;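 further: 0% = DMSO wells and 100% = unlabeled Bim-BH3 peptide competitor; inhibitors lower millipolarization by displacing the labeled peptide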
AGP1-GFP MLPCN – alters AGP1-GFP fluorescence in TOR pathway yeast screen. S. cerevisiae AGP1-GFP multiplex flow cytometry, 3 h; GFP as percent of DMSO wells. GFP response vs DMSO, % at 10 µM. 0.02% of 320,000 active;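 active means GFP response relative to DMSO above a set limit, near screen average plus 3 SD, cut at about 150% in these data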;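 further: median GFP channel fluorescence of the gated AGP1 strain per well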
GRK2 aptamer HTS – human GRK2 inhibition via aptamer displacement | P25098 | bead flow cytometry, FAM-aptamer displacement from GRK2 | inhibition of aptamer binding, % at 10 µM | 0.59% of 330,000 active;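 active means inhibition of aptamer binding above 40%, roughly 3 SD of noise, on plates passing a quality check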;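 further: median bead fluorescence of bound FAM aptamer so fluorescent compounds give negative values; no value below 0 was filed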
Target sequence (P25098 whole entry, looked up): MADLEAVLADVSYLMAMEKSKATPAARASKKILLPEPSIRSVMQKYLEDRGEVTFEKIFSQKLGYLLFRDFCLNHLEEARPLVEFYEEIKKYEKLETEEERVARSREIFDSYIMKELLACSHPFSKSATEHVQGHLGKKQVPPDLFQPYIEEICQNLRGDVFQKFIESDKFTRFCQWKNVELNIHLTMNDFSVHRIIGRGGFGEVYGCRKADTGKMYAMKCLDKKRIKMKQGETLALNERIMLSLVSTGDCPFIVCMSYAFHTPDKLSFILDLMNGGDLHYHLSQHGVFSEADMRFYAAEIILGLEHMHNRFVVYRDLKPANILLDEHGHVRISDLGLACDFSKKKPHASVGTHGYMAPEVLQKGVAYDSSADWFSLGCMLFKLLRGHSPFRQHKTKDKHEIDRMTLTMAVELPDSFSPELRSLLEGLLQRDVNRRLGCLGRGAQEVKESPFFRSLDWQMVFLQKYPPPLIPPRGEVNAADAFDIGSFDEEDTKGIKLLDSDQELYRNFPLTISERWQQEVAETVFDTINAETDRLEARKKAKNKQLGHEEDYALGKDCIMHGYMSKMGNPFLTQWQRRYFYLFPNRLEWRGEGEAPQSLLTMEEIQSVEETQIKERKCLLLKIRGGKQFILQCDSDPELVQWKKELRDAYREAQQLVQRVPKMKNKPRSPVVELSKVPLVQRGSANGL
CR mimetic SO – lowers age-related superoxide in aged yeast cells; superoxide response (% of plate mean), % at 10 µM; 0.18% of 330,000 active; S. cerevisiae aged cells, superoxide DHE fluorescence; hits give low values;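 active means superoxide response under a set limit, about three screen SD below normal, cut at about 65% in these data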;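 further: yeast aged for seven days with compound at 30 °C before DHE staining; 100% = average MFI of all compound-treated wells on the plate with controls excluded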
CIT2-GFP yeast – yeast TOR pathway CIT2-GFP modulation; 0.065% of 320,000 active; GFP response vs DMSO, % at 10 µM; AID 2029; S. cerevisiae CIT2-GFP strain, flow cytometry, 3 h; 100 means same as DMSO wells;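 active means GFP response relative to DMSO above a set limit, near the screen mean plus 3 SD, cut at about 150% in these data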;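 further: ratio of well median GFP fluorescence to mean of DMSO wells on the plate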
MEX-5 binding – C. elegans MEX-5 TCR-2 RNA binding activity. MEX-5/FITC-TCR2 RNA binding, fluorescence polarization; hits give low values. Q9XUB2. activity score (negative = inhibition of binding), % at 10 µM. 0.38% of 300,000 active;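 active means inhibition past about -25% in most replicates, and total fluorescence under double the plate's negative control median, limit read from the data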;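 further: 0% = DMSO and -100% = 5 µM competing unlabeled TCR2 RNA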
MCL1-BIM inh – disrupts human MCL1 binding to BIM-BH3 peptide | GST-MCL1 / FITC-Bim-BH3 fluorescence polarization | inhibition, % at 10.9 µM | 0.68% of 320,000 active;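 active means inhibition above the mean inhibition of all tested compounds plus 3 SD, set per campaign, cut at about 40% in these data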;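 further: 0% = DMSO wells and 100% = unlabeled Bim-BH3 peptide control; higher means more loss of mP so more displacement of Bim peptide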
Starred values were filed as active, the others as inactive.

Start of the listing, in advance:
For Cc1ccccc1S(=O)(=O)Oc1ccc2ccc(O)cc2c1 the results were VLA-4 inh 19.4, GLD-1 RNA inh 2.0, BCLXL inh 0.1, AGP1-GFP MLPCN 93.5, GRK2 aptamer HTS 2.0, CR mimetic SO 104.0, CIT2-GFP yeast 95.3, MEX-5 binding -0.8 and MCL1-BIM inh 2.2.
N/C(=N\OC(=O)Cc1ccc(Cl)cc1)c1ccccn1 was read as VLA-4 inh 12.7, GLD-1 RNA inh 0.2, BCLXL inh 4.2, AGP1-GFP MLPCN 88.7, GRK2 aptamer HTS 0.0, CR mimetic SO 108.2, CIT2-GFP yeast 87.6, MEX-5 binding 0.3 and MCL1-BIM inh 4.9.

Results, from the start:
For Cc1ccccc1S(=O)(=O)Oc1ccc2ccc(O)cc2c1 the results were VLA-4 inh 19.4, GLD-1 RNA inh 2.0, BCLXL inh 0.1, AGP1-GFP MLPCN 93.5, GRK2 aptamer HTS 2.0, CR mimetic SO 104.0, CIT2-GFP yeast 95.3, MEX-5 binding -0.8 and MCL1-BIM inh 2.2.
N/C(=N\OC(=O)Cc1ccc(Cl)cc1)c1ccccn1 was read as VLA-4 inh 12.7, GLD-1 RNA inh 0.2, BCLXL inh 4.2, AGP1-GFP MLPCN 88.7, GRK2 aptamer HTS 0.0, CR mimetic SO 108.2, CIT2-GFP yeast 87.6, MEX-5 binding 0.3 and MCL1-BIM inh 4.9.
O=C(Nc1nnc(SCCC2OCCO2)s1)C1CC(=O)N(c2ccc(F)cc2)C1 (centres undefined) was read as VLA-4 inh -17.3, GLD-1 RNA inh 5.3, BCLXL inh 1.9, AGP1-GFP MLPCN 102.3, GRK2 aptamer HTS 4.0, CR mimetic SO 101.5, CIT2-GFP yeast 98.1, MEX-5 binding -3.2 and MCL1-BIM inh 2.8.
CCOC(=O)C1CCCN(C(=O)c2ccco2)C1 (centres undefined) was read as VLA-4 inh -17.7, GLD-1 RNA inh 1.5, BCLXL inh 5.3, AGP1-GFP MLPCN 103.0, GRK2 aptamer HTS 6.0, CR mimetic SO 96.2, CIT2-GFP yeast 100.0, MEX-5 binding -1.0 and MCL1-BIM inh 4.5.
COc1ccc(-n2ncc3c(Nc4cccc(C)c4)ncnc32)cc1 was read as VLA-4 inh 17.9, GLD-1 RNA inh 8.2, BCLXL inh -2.9, AGP1-GFP MLPCN 94.9, GRK2 aptamer HTS 0.0, CR mimetic SO 102.0, CIT2-GFP yeast 105.3, MEX-5 binding -3.6 and MCL1-BIM inh -5.6.
`COc1ccc(S(=O)(=O)Nc2ccc3c(c2)OCO3)cc1C(=O)O` gave VLA-4 inh 9.3, GLD-1 RNA inh -0.5, BCLXL inh 3.7, AGP1-GFP MLPCN 106.3, GRK2 aptamer HTS 3.0, CR mimetic SO 87.9, CIT2-GFP yeast 109.3, MEX-5 binding 1.3 and MCL1-BIM inh 6.1.
COc1ccc(N2CC(O)=C(c3nc(-c4ccc(F)cc4)cs3)C2=N)cc1OC was read as VLA-4 inh 3.3, GLD-1 RNA inh -4.8, BCLXL inh -7.5, AGP1-GFP MLPCN 100.0, GRK2 aptamer HTS 3.0, CR mimetic SO 99.7, CIT2-GFP yeast 94.8, MEX-5 binding 0.9 and MCL1-BIM inh -13.6.
For Cc1ccc(/C=C/C2=NN(Cc3ccccc3Cl)C(=O)CC2)cc1 the results were VLA-4 inh 10.2, GLD-1 RNA inh -1.7, BCLXL inh 4.0, AGP1-GFP MLPCN 105.1, GRK2 aptamer HTS 4.0, CR mimetic SO 121.5, CIT2-GFP yeast 92.9, MEX-5 binding -1.9 and MCL1-BIM inh 1.3.
Screening O=C(Nc1ccc2c(c1)OCCO2)c1ccc(Cl)c(S(=O)(=O)N2CCCCC2)c1 returned VLA-4 inh -8.5, GLD-1 RNA inh 3.6, BCLXL inh -1.5, AGP1-GFP MLPCN 109.8, GRK2 aptamer HTS 0.0, CR mimetic SO 95.7, CIT2-GFP yeast 105.0, MEX-5 binding 1.8 and MCL1-BIM inh 0.5.
Screening CCc1ccc(-c2nc(CN3CCC(C(=O)NCc4ccc(F)cc4)CC3)c(C)o2)cc1 returned VLA-4 inh 9.0, GLD-1 RNA inh 4.2, BCLXL inh 0.7, AGP1-GFP MLPCN 102.2, GRK2 aptamer HTS 0.0, CR mimetic SO 93.4, CIT2-GFP yeast 109.3, MEX-5 binding 0.3 and MCL1-BIM inh -3.0.
CC(C)C[C@H](NC(=O)c1nc[nH]c1C(=O)NCCCCCNC(=O)OC(C)(C)C)C(=O)OCc1ccccc1 was read as VLA-4 inh 18.4, GLD-1 RNA inh 2.6, BCLXL inh 8.9, AGP1-GFP MLPCN 99.3, GRK2 aptamer HTS 3.0, CR mimetic SO 112.6, CIT2-GFP yeast 96.3, MEX-5 binding 0.4 and MCL1-BIM inh 4.6.
For CC(C)Cn1c(N)c(C(=O)NCC2CCCO2)c2nc3ccccc3nc21 (centres undefined) the results were VLA-4 inh -25.8, GLD-1 RNA inh -0.6, BCLXL inh 4.9, AGP1-GFP MLPCN 97.9, GRK2 aptamer HTS 4.0, CR mimetic SO 106.6, CIT2-GFP yeast 88.8, MEX-5 binding -1.7 and MCL1-BIM inh 3.9.
COc1ccc(C2CC(c3ccc(OC)cc3OC(C)=O)=NN2C(=O)c2ccccc2)cc1 (centres undefined) was read as VLA-4 inh 0.9, GLD-1 RNA inh -7.5, BCLXL inh 9.0, AGP1-GFP MLPCN 97.9, GRK2 aptamer HTS 2.0, CR mimetic SO 96.4, CIT2-GFP yeast 92.2, MEX-5 binding -1.8 and MCL1-BIM inh 92.5*.
For Cc1ccsc1C(=O)OCC(=O)Nc1c(Cl)cccc1C(F)(F)F the results were VLA-4 inh 12.6, GLD-1 RNA inh 0.8, BCLXL inh 4.6, AGP1-GFP MLPCN 99.3, GRK2 aptamer HTS 3.0, CR mimetic SO 118.9, CIT2-GFP yeast 103.4, MEX-5 binding 0.2 and MCL1-BIM inh -15.4.
O=C(Nc1cccc(-c2cccc(Cl)c2)c1)C1CCN(Cc2ccon2)CC1 was read as VLA-4 inh 24.9, GLD-1 RNA inh 2.7, BCLXL inh 7.6, AGP1-GFP MLPCN 97.7, GRK2 aptamer HTS 10.0, CR mimetic SO 99.9, CIT2-GFP yeast 96.7, MEX-5 binding 0.3 and MCL1-BIM inh 1.9.
Screening COc1ccc(C(=O)c2sc(Nc3ccccc3F)nc2N)cc1 returned VLA-4 inh -7.2, GLD-1 RNA inh -5.5, BCLXL inh 3.2, AGP1-GFP MLPCN 86.5, GRK2 aptamer HTS 0.0, CR mimetic SO 114.1, CIT2-GFP yeast 97.7, MEX-5 binding -4.1 and MCL1-BIM inh 5.9.
Screening COc1ccc(F)c(CN(C)CC2CCCN(CCc3ccc(F)cc3)C2)c1 (centres undefined) returned VLA-4 inh 0.3, GLD-1 RNA inh 5.5, BCLXL inh 3.1, AGP1-GFP MLPCN 95.7, GRK2 aptamer HTS 1.0, CR mimetic SO 100.3, CIT2-GFP yeast 98.7, MEX-5 binding -1.3 and MCL1-BIM inh -0.1.
`NC(=O)COC(=O)c1cccnc1Nc1ccccc1F` gave VLA-4 inh -8.9, GLD-1 RNA inh 6.7, BCLXL inh 4.8, AGP1-GFP MLPCN 95.5, GRK2 aptamer HTS 0.0, CR mimetic SO 98.2, CIT2-GFP yeast 99.3, MEX-5 binding -1.3 and MCL1-BIM inh 4.2.
CCn1ncc(/C=N\NC(=O)c2cc(-c3ccc(C)cc3C)nc3ccccc23)c1C was read as VLA-4 inh 4.0, GLD-1 RNA inh 0.9, BCLXL inh 0.0, AGP1-GFP MLPCN 102.6, GRK2 aptamer HTS 0.0, CR mimetic SO 96.7, CIT2-GFP yeast 109.8, MEX-5 binding 0.1 and MCL1-BIM inh 4.7.
COC(/C=C/Nc1ccc(C)cc1)=C(C#N)C#N was read as VLA-4 inh 23.2, GLD-1 RNA inh 4.7, BCLXL inh 1.3, AGP1-GFP MLPCN 98.7, GRK2 aptamer HTS 1.0, CR mimetic SO 109.0, CIT2-GFP yeast 106.0, MEX-5 binding -1.7 and MCL1-BIM inh 7.2.
`C=C1CCN([C@@H](Cc2ccccc2)C(=O)O)S(=O)(=O)c2ccccc21` gave VLA-4 inh 29.3, GLD-1 RNA inh -3.3, BCLXL inh 5.6, AGP1-GFP MLPCN 91.6, GRK2 aptamer HTS 2.0, CR mimetic SO 101.4, CIT2-GFP yeast 107.6, MEX-5 binding -3.3 and MCL1-BIM inh 2.8.
COc1ccc(CC(NC(C)=O)C(=O)NC2CCN(c3nnnn3-c3ccccc3)CC2)cc1OC (centres undefined) was read as VLA-4 inh 0.0, GLD-1 RNA inh 11.3, BCLXL inh 11.3, AGP1-GFP MLPCN 85.0, GRK2 aptamer HTS 0.0, CR mimetic SO 116.3, CIT2-GFP yeast 94.8, MEX-5 binding 1.7 and MCL1-BIM inh 2.8.
O=C1SC(Cc2ccccc2)C(=O)N1c1ccccc1 (centres undefined) was read as VLA-4 inh 7.0, GLD-1 RNA inh -1.3, BCLXL inh 6.2, AGP1-GFP MLPCN 104.0, GRK2 aptamer HTS 0.0, CR mimetic SO 117.2, CIT2-GFP yeast 100.6, MEX-5 binding 0.8 and MCL1-BIM inh -1.2.
COc1ccccc1CNC(=O)C(C)Sc1ccsc1[N+](=O)[O-] (centres undefined) was read as VLA-4 inh -2.1, GLD-1 RNA inh 3.1, BCLXL inh 4.1, AGP1-GFP MLPCN 97.6, GRK2 aptamer HTS 5.0, CR mimetic SO 111.8, CIT2-GFP yeast 104.3, MEX-5 binding 1.0 and MCL1-BIM inh 6.7.
COc1cccc(CNC(=O)C2CCN(S(=O)(=O)N3CCCC3)CC2)c1 was read as VLA-4 inh -11.2, GLD-1 RNA inh 7.5, BCLXL inh 0.4, AGP1-GFP MLPCN 100.1, GRK2 aptamer HTS 3.0, CR mimetic SO 85.1, CIT2-GFP yeast 97.6, MEX-5 binding -1.8 and MCL1-BIM inh 0.6.
`O=S(=O)(Nc1nccs1)c1ccc(Nc2nnc(-c3ccccc3)c3ccccc23)cc1` gave VLA-4 inh -3.3, GLD-1 RNA inh 5.8, BCLXL inh 4.0, AGP1-GFP MLPCN 104.0, GRK2 aptamer HTS 0.0, CR mimetic SO 112.0, CIT2-GFP yeast 96.8, MEX-5 binding 1.7 and MCL1-BIM inh -4.7.
Screening O=C1CN(C(=O)COC(=O)CNC(=O)c2ccc(Br)o2)c2ccccc2N1 returned VLA-4 inh 6.9, GLD-1 RNA inh -3.3, BCLXL inh 4.2, AGP1-GFP MLPCN 102.2, GRK2 aptamer HTS 6.0, CR mimetic SO 87.2, CIT2-GFP yeast 100.1, MEX-5 binding 0.1 and MCL1-BIM inh 1.3.
Screening COc1ccc(-c2c(-c3ccc(OCC(=O)NN)cc3O)n[nH]c2C)cc1OC returned VLA-4 inh 4.6, GLD-1 RNA inh -0.3, BCLXL inh 1.8, AGP1-GFP MLPCN 96.3, GRK2 aptamer HTS 0.0, CR mimetic SO 101.0, CIT2-GFP yeast 103.0, MEX-5 binding 3.3 and MCL1-BIM inh -1.1.
CCN(C(=O)CSc1nnnn1-c1ccccc1)c1c(N)n(Cc2ccccc2)c(=O)[nH]c1=O was read as VLA-4 inh 12.3, GLD-1 RNA inh -6.0, BCLXL inh 2.2, AGP1-GFP MLPCN 96.8, GRK2 aptamer HTS 0.0, CR mimetic SO 104.6, CIT2-GFP yeast 97.1, MEX-5 binding -1.0 and MCL1-BIM inh -6.6.
C=CCn1c(SCC(=O)Nc2c(C)n(C)n(-c3ccccc3)c2=O)nc2scc(-c3ccccc3)c2c1=O was read as VLA-4 inh 7.7, GLD-1 RNA inh 0.3, BCLXL inh 3.6, AGP1-GFP MLPCN 92.7, GRK2 aptamer HTS 0.0, CR mimetic SO 94.2, CIT2-GFP yeast 103.0, MEX-5 binding 1.4 and MCL1-BIM inh 9.7.
